DENV2 CPE rescue – inhibitors of DENV2 cytopathic effect, primary screen, cell-based, plate reader, single concentration; DENV2-infected cells, cytopathic effect rescue; CPE inhibition, % at 9.99 µM; 350,000 tested, 1.7% active; AID 651640, 2012; in the data active = CPE inhibition above about 20%, passing the limit was not always enough; inconclusive = no clear call, values can overlap the other calls; tested in BHK-21 cells;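 note: 0% = median of neutral control wells and 100% = median of positive control wells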
ERp5 inh – inhibitors of ERp5-driven insulin aggregation, primary screen, biochemical, turbidity, absorbance 650 nm, single point. Protein disulfide-isomerase A6 (Homo sapiens), Q15084. 90 min. inhibition, % at 9.99 µM. 350,000 tested, 0.05% active. AID 651711, 2012;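 active = mean replicate inhibition above about 25%, with every replicate also reaching it, limit read from the data, passing the limit was not always enough; inconclusive = only one of those two criteria met; inactive = neither criterion met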
F508del corr – F508del CFTR correction, initial screen, CFBE line, single point; CFBE cells, YFP halide quenching; stimulated with forskolin plus potentiator P3; % fluorescence drop versus neutral controls; activity (quench increase), % at 7.58 µM; 350,000 tested, 0.36% active;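 active = mean added fluorescence quench of at least 8% versus neutral control, with both replicates also reaching 8%; inconclusive = only one of the mean or replicate conditions met; inactive = mean below 8% and not both replicates reaching 8%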;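 note: cells transiently co-express mutant CFTR-F508del with the halide-sensitive YFP; corrector assay measuring rescue of mutant channel to the surface after 24 h compound exposure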
CASP6 VEID inh – human caspase-6 inhibitors, primary screen, biochemical, VEID-R110 fluorescence, single point, set 2. purified caspase-6, Z-VEID-R110 cleavage fluorescence. P55212. 350,000 tested, 0.53% active. inhibition, % at 12.5 µM;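 active = mean inhibition across replicates at least about 35%, with every replicate also reaching that limit, limit read from the data; inconclusive = only one of the two criteria met; inactive = neither criterion met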;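 note: 0% = median of neutral control wells and 100% = no fluorescence left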
SIRT5 block – SIRT5 desuccinylase inhibitors, primary screen, biochemical, fluorescence imaging, single point, set 5; Purified SirT5, succinyl-peptide AMC, trypsin-coupled fluorescence; inhibition, % at 15 µM; 330,000 tested, 1.1% active; AID 652115, 2013; in the data active = inhibition above about 15%; inconclusive = no clear call, values can overlap the other calls
miR-122 sensor – miR-122 Renilla sensor signal increase in Huh7, primary screen, miR-122 inhibitor project, cell-based, single point, plate reader | Huh7 miR-122 Renilla luciferase sensor, 48 h; neutral wells = 0, positive control = 100 | activation (reporter increase), % at 12.5 µM | 340,000 tested, 0.3% active | AID 602342, 2012;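 active = mean replicate activation score at least 90 and every replicate individually at or above 90; inconclusive = only one of the two criteria met; inactive = neither criterion met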;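 note: higher luciferase means less miR-122 activity so hits act as miR-122 inhibitors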
ERAP1 HTS inh – human ERAP1 aminopeptidase inhibitors, primary screen, biochemical, single point, plate reader. 340,000 tested, 0.15% active. recombinant ERAP1, Leu-AMC fluorescence, 60 min. inhibition, % at 10.7 µM. Endoplasmic reticulum aminopeptidase 1 (Homo sapiens), Q9NZ08;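 active = mean replicate inhibition of at least 30%, or all replicates individually reaching that 30% level; inactive = mean below 30% and not every replicate reaching it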;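 note: 0% = neutral control wells and 100% = L-leucinethiol positive control wells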
Target sequence (Q9NZ08 whole entry, looked up): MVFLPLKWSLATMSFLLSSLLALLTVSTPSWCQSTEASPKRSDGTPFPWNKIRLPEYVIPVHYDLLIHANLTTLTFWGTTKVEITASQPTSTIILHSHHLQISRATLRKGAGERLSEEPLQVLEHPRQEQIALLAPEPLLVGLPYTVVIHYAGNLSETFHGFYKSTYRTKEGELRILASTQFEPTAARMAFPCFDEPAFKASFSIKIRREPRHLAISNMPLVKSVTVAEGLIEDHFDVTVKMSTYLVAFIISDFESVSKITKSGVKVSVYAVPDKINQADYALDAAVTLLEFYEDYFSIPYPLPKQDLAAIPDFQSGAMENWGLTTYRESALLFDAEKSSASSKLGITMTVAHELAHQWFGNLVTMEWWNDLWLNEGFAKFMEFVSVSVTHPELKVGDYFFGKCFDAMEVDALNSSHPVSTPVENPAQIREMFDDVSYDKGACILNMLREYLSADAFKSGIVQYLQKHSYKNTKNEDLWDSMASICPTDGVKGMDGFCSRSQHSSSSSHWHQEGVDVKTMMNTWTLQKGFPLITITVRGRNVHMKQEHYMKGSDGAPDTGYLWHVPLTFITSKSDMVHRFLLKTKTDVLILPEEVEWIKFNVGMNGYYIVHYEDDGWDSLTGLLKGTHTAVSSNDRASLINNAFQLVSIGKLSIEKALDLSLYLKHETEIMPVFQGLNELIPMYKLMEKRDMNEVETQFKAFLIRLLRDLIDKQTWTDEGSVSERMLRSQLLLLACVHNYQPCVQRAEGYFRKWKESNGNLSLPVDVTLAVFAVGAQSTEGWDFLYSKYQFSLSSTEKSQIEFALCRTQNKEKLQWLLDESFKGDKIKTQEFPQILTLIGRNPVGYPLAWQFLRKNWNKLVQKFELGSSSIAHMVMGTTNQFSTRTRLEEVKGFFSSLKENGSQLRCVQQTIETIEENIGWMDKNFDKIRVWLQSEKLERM
Numbers without * were called inactive; ? = inconclusive; . = not tested or not shown; [ ] = remark or other dose.

| smiles | DENV2 CPE rescue | ERp5 inh | F508del corr | CASP6 VEID inh | SIRT5 block | miR-122 sensor | ERAP1 HTS inh |
| --- | --- | --- | --- | --- | --- | --- | --- |
| C[C@H](CO)N1C[C@H](C)[C@H](CN(C)C(=O)C2CCCCC2)Oc2ncc(-c3ccccc3)cc2C1=O | 14.2 | -0.1 | -2.4 | 2.3 | -8.4 | 1.9[16.7 µM] | 3.1 |
| Cc1cc(C(=O)NNC(=O)c2cccc(C(F)(F)F)c2)no1 | 3.8 | 0.5 | 0.6 | -2.5 | 1.5 | . | 0.5 |
| O=C(Cc1ccc(Cl)cc1)NNC(=O)c1ccco1 | -9.3 | -4.2 | 2.0 | 3.4 | 0.1 | -6.9 | 0.7 |
| COc1ccc(N(CCCN2C(=O)c3cccc4cccc(c34)C2=O)C(=O)c2cccs2)cc1 | 17.3 | -7.1 | . | -6.1 | 2.1 | . | 5.4 |
| CN(Cc1ccccc1)C(=O)c1[nH]cnc1C(=O)NC1CCN(C(=O)OC(C)(C)C)CC1 | -2.3 | -4.0 | -2.4 | -0.4 | . | -12.0 | -3.8 |
| Cc1ccc(OCCn2c(=O)n(C)c3ccccc32)cc1 | -6.7 | 3.3 | 0.9 | 1.7 | -2.0 | 6.5 | 1.7 |
| COc1ccc(NC(=O)N(C)C[C@@H]2Oc3ccc(NC(=O)Cc4ccccc4)cc3CC(=O)N([C@H](C)CO)C[C@@H]2C)cc1 | ? | -1.2 | -2.1 | 2.3 | 2.1 | -3.0[16.7 µM] | 0.9 |
| Cc1[nH]n(-c2ccccc2)c(=O)c1/C=C1\C=NN=C1c1ccccc1 | 0.7 | 3.1 | 0.0 | 0.6 | -3.2 | . | 2.4 |
| Cc1c(C)c(C)c(CN2CCSCC2)c(C)c1C | -3.6 | 2.6 | 0.5 | -4.6 | -4.8 | 2.7 | . |
| C/C(=N\NC(=O)c1c[nH]c2ccccc12)c1ccc2c(c1)OCO2 | ? | 4.4 | 4.0 | 1.1 | -2.0 | . | 10.5 |
| C[C@@H]1CN([C@H](C)CO)S(=O)(=O)c2ccc(-c3cccc(C#N)c3)cc2O[C@H]1CN(C)C | 6.9 | -2.1 | . | -3.0 | 5.3 | 20.3[16.7 µM] | -0.1 |
| Cc1cc(C)n(CCNc2nc3nonc3nc2N2CCCCC2)n1 | -0.7 | 3.6 | -1.3 | 0.0 | -1.4 | 4.1 | 0.5 |
| O=C(c1cnccn1)N1CC(=O)N2[C@H](C1)[C@@H](c1ccc(C#CCC3CCCC3)cc1)[C@@H]2CO | ? | 1.4 | -1.8 | -1.9 | -13.5 | . | 1.2 |
| COc1ccc(N2CCN(c3cc(C(=O)Nc4cc(OC)c(OC)c(OC)c4)ncn3)CC2)cc1OC | -0.2 | 0.5 | 2.3 | 0.1 | 1.1 | 1.1 | 8.5 |
| Cc1cc(=O)[nH]c(SCC(=O)N2CCN(C(c3ccccc3)c3ccccc3)CC2)n1 | . | 2.8 | . | -0.7 | 0.4 | . | 0.6 |
| Cc1cc(C)cc(NC(=O)Cn2c(=O)oc3cc(S(=O)(=O)N4CC(C)CC(C)C4)ccc32)c1 (configuration not stated) | 6.2 | -0.1 | 0.3 | 1.0 | . | 12.8 | . |
| Cc1ccc(S(=O)(=O)CCN2C=CC(C(F)(F)F)=NCC2)cc1 | -2.5 | -1.8 | -0.6 | -1.3 | -0.1 | 0.1 | -0.7 |
| Cc1ccc(-c2csc(NC(=O)c3cnccn3)n2)cc1C | -4.4 | 2.4 | -1.8 | -1.3 | 0.0 | . | 5.0 |
| COc1cccc(-c2ccc3c(c2)O[C@@H](CN(C)Cc2cccnc2)[C@@H](C)CN([C@H](C)CO)S3(=O)=O)c1 | 3.4 | -5.0 | 0.8 | -0.6 | 3.1 | -7.0[16.7 µM] | -0.2 |
| CC(C)C#Cc1cnc2c(c1)C(=O)N([C@@H](C)CO)C[C@H](C)[C@@H](CN(C)C(=O)C1CCC1)O2 | 9.7 | 5.0 | -0.1 | -2.0 | -1.2 | 0.7[16.7 µM] | 0.4 |
| COc1ccc2nc3n(c(=O)c2c1)-c1ncccc1C(=O)NC3Cc1ccccc1 (configuration not stated) | 13.2 | 3.4 | 1.7 | 4.0 | -5.5 | -0.6 | 14.2 |
| O=C(COC(=O)/C=C/c1ccc2ccccc2n1)NNC(=O)c1ccc([N+](=O)[O-])cc1 | -1.4 | 0.7 | -3.7 | 0.2 | 4.4 | -6.3 | 1.7 |
| CCN(CC)S(=O)(=O)c1ccc2c(c1)oc(=O)n2CC(=O)NC1CCCCC1 | -5.5 | 1.0 | 0.1 | 4.5 | -2.5 | -7.7 | 1.8 |
| Cc1ccc(NC(=O)C(C)OC(=O)/C=C/c2ccccc2)cc1 (configuration not stated) | 6.1 | -1.3 | 0.4 | 0.1 | -0.6 | -1.5 | 1.1 |
| O=C(c1cc(COc2cccc(C(F)(F)F)c2)on1)N1CCCC1 | -4.0 | 2.0 | 1.4 | 1.0 | . | 3.6 | 1.8 |
| CCCCOc1ccc(C(=O)Nc2ccc3c(c2)C(=O)NC3=O)cc1 | -3.8 | -1.2 | -2.4 | 0.2 | -7.5 | -3.8 | 6.4 |
| CN(C)C(=O)C[C@H]1CC[C@H](NC(=O)C2CCC2)[C@@H](CO)O1 | -4.2 | 1.1 | -0.1 | -0.3 | 1.5 | . | -8.3 |
| CC(=O)c1nnn(-c2cccc(C#N)c2)c1C | 7.0 | 1.9 | 1.6 | -0.1 | -2.1 | -5.1 | . |
| CCCCn1c(N)c(N(CCOC)C(=O)CSCc2cccc(C)c2)c(=O)[nH]c1=O | 5.7 | 2.6 | 1.7 | 5.7 | -0.5 | . | 2.5 |
| COCC(=O)N1CC(=O)N2[C@@H](CO)[C@@H](c3ccc(C#CC(C)C)cc3)[C@@H]2C1 | 0.0 | -5.7 | -0.3 | 0.1 | 10.5 | . | 0.8 |
| O=C(NC1=NCCS1)c1cccc(OC(F)F)c1 | 1.1 | 1.5 | -1.5 | 0.9 | -9.1 | . | -0.7 |
| C[C@@H]1CCCCO[C@H](CN(C)C)[C@@H](C)CN([C@H](C)CO)C(=O)c2cc(NC(=O)Nc3cccc4ccccc34)ccc2O1 | -9.4 | -2.3 | -0.5 | 0.8 | -2.8 | -1.0[16.7 µM] | 4.9 |
| CSc1nc(-c2ccccc2)nc(NC(=O)C(C)C)c1C(C)=O | -3.6 | 7.6 | -1.7 | -2.8 | 1.6 | . | 2.1 |
| CO[C@H]1CN(C)C(=O)c2cc(NS(=O)(=O)CC(F)(F)F)ccc2OC[C@@H](C)N(C(=O)c2ccc3c(c2)OCO3)C[C@H]1C | -2.6 | 0.7 | 0.7 | -1.3 | . | . | -0.8 |
| CNC(=S)N(CCCN(C)C)Cc1cc2cc3c(cc2[nH]c1=O)OCCO3 | -1.0 | -10.5 | 2.9 | -0.7 | -3.8 | -0.7 | 1.8 |
| CC(=O)c1sc(NC(=O)c2ccc(COc3ccccc3Cl)o2)nc1C | 2.4 | 8.0 | 0.4 | 0.7 | -8.5 | 27.2 | -1.0 |
| OCC[C@@H]1C[C@@H](O)[C@H](O)[C@@]2(Cc3ccccc3CO2)O1 | . | -3.6 | -0.9 | 2.0 | . | -3.5 | -1.7 |
| Cc1cc(C)cc(OCc2ccc(C(=O)NN)o2)c1 | 6.6 | 5.0 | 3.0 | -1.3 | -3.7 | . | -1.9 |
| CCCCNC(=O)CCn1nc(-c2ccc(Cl)cc2)ccc1=O | 1.0 | -1.4 | . | 1.6 | -0.4 | . | 0.1 |
| COc1ccc(C#Cc2ccc([C@H]3[C@H](CO)N4CCCCN(Cc5ccncc5)C[C@@H]34)cc2)cc1 | -36.3 | -1.1 | -1.0 | -2.2 | 10.3 | 4.3[16.7 µM] | -2.3 |
| COc1ccc([C@@H]2[C@@H](C(=O)C(C)(C)C)N3N=Cc4ccccc4[C@@H]3C23C(=O)OC(C)(C)OC3=O)cc1OC | -0.8 | -7.3 | . | 0.8 | -1.4 | . | 1.0 |
| Cc1ccc(NC(=O)CN2C(=O)COc3ccc(S(=O)(=O)N4CCOCC4)cc32)cc1F | -0.6 | 1.4 | -1.7 | -1.6 | 6.4 | 6.1 | -0.8 |
| CO[C@@H]1CN(C)C(=O)c2ccc(NS(=O)(=O)c3ccc(C)cc3)cc2OC[C@H](C)NC[C@H]1C | 3.5 | 0.5 | -1.1 | 1.0 | 0.5 | -5.0[16.7 µM] | -1.3 |
| O=C(c1csc2ccccc12)n1cccn1 | -8.1 | -7.4 | -3.0 | 1.3 | -2.3 | -1.4 | 0.0 |
| CC(C)NC(=O)Nc1ccc2c(c1)C(=O)N([C@@H](C)CO)C[C@@H](C)[C@@H](CN(C)Cc1ccc3c(c1)OCO3)O2 | 3.8 | 5.6 | -4.1 | 0.3 | -4.6 | 4.7[16.7 µM] | 1.2 |
| CC(C)(C)[S@](=O)N1Cc2cc(C(=O)NCc3ccccc3F)nc(-c3cccc(-c4cncnc4)c3)c2[C@@H]1CCO | 11.0 | -2.4 | -1.6 | 1.7 | 2.5 | . | -2.8 |
| O=C(O)CSc1ccc(S(=O)(=O)N2CCCC2)cn1 | 2.0 | -5.1 | 1.3 | -0.8 | -1.9 | . | 0.7 |
| CCOC(=O)c1nn(-c2ccccc2)cc1O | 4.8 | -2.6 | 2.8 | -0.3 | 27.8* | -7.7 | -3.7 |
| NC(=O)CC(NC(=O)c1ccccc1)c1ccc(N2CCc3ccccc3C2)c([N+](=O)[O-])c1 (configuration not stated) | 3.2 | 4.3 | 0.7 | 0.7 | -1.0 | -3.1 | 6.5 |
| NC1(C(=O)O)CC1 | ? | 3.3 | 17.1* | -5.3 | 1.7 | -0.4 | 2.2 |
| CCCN(C)C[C@H]1Oc2cc(C#Cc3cccnc3)ccc2S(=O)(=O)N([C@H](C)CO)C[C@@H]1C | 4.5 | -3.9 | -0.9 | 0.7 | 4.3 | 0.8[16.7 µM] | 0.9 |
| Cc1cccc(NC(=O)CSc2nnc(CNC(=O)c3ccco3)o2)c1 | 6.9 | -1.4 | 2.6 | -2.1 | -3.7 | 4.4 | -4.9 |
| COc1ccc(NC(=O)CN(C)C(=O)c2ccc3ccccc3n2)cc1 | 2.3 | -1.0 | -5.4 | -2.6 | -2.7 | -0.3 | -0.6 |
| C[C@@H]1CN([C@H](C)CO)C(=O)c2cc(NC(=O)CCCCCC(=O)Nc3ccccc3N)ccc2O[C@H]1CN(C)S(=O)(=O)c1ccc(F)cc1 | 0.4 | 1.1 | 0.9 | -1.3 | . | . | -0.2 |
| CCOc1cc(C2NC(=O)NC(c3ccccc3)=C2C(=O)c2ccccc2)c(Br)cc1OCC(=O)O (configuration not stated) | 0.7 | 7.9 | -2.4 | 0.0 | 1.3 | . | 12.0 |
| CC(C)(C)C(=O)Nc1cccc(S(=O)(=O)NC2=NCCC2)c1 | -3.7 | 10.9 | -0.3 | 0.2 | 7.2 | . | 1.0 |

Copied from the entries so far (4 entries):
| smiles | DENV2 CPE rescue | ERp5 inh | F508del corr | CASP6 VEID inh | SIRT5 block | miR-122 sensor | ERAP1 HTS inh |
| --- | --- | --- | --- | --- | --- | --- | --- |
| COc1ccc(NC(=O)CN(C)C(=O)c2ccc3ccccc3n2)cc1 | 2.3 | -1.0 | -5.4 | -2.6 | -2.7 | -0.3 | -0.6 |
| C[C@@H]1CN([C@H](C)CO)C(=O)c2cc(NC(=O)CCCCCC(=O)Nc3ccccc3N)ccc2O[C@H]1CN(C)S(=O)(=O)c1ccc(F)cc1 | 0.4 | 1.1 | 0.9 | -1.3 | . | . | -0.2 |
| CCOc1cc(C2NC(=O)NC(c3ccccc3)=C2C(=O)c2ccccc2)c(Br)cc1OCC(=O)O (configuration not stated) | 0.7 | 7.9 | -2.4 | 0.0 | 1.3 | . | 12.0 |
| CC(C)(C)C(=O)Nc1cccc(S(=O)(=O)NC2=NCCC2)c1 | -3.7 | 10.9 | -0.3 | 0.2 | 7.2 | . | 1.0 |

Screening data (PubChem)
